# High-throughput results deposited in PubChem by Fisher Drug Discovery Resource Center.
# mcGAS RapidFire: mouse cGAS inhibition by mass spec. Q8C6L5. recombinant mouse cGAS, cGAMP by RapidFire MS. inhibition, % at 12.5 µM. 0.18% of 130,000 active. AID 1259397;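 active means inhibition of cGAS enzyme activity at or above 60%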;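 further: enzyme stimulated by 45 bp dsDNA with ATP and GTP substrates; cGAMP share of summed cGAMP plus half ATP and half GTP signals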
# Target sequence (Q8C6L5 whole entry, looked up): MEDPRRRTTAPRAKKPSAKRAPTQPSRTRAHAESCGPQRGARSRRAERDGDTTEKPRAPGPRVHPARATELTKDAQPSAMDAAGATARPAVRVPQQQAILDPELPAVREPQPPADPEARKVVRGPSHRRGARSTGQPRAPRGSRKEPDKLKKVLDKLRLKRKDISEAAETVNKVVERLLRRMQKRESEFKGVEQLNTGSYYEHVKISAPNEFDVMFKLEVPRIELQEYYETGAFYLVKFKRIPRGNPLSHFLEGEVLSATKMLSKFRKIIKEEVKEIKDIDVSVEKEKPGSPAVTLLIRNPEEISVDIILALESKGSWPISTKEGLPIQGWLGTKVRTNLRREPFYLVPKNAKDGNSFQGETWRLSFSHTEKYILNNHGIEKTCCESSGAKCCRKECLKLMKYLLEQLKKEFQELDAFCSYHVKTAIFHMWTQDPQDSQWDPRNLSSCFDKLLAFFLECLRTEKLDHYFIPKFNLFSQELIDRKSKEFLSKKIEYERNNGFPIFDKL
# * = called active by the depositor; & = joins results of further samples. Some of the compounds tested; rates above refer to the full screens.
SMILES | mcGAS RapidFire
Cc1ccc(F)c(NC2CCCN(C(=O)CCc3ccccc3)C2)c1 (centres undefined) | 3
CN(Cc1cccs1)C(=O)CNC(=O)c1ccc2c(c1)CCC2 | -3
Cc1csc(/C(C#N)=C/c2ccc(OCC(N)=O)cc2)n1 | -13
CCCn1ccnc1-c1nccn1-c1cccc(-c2ccnc(C)n2)c1 | -9
CCCSc1nc(N)c2c3c(sc2n1)CCCC3 | -10
CC1CCN(c2nc(N)c(C#N)c(CC#N)c2C#N)CC1 | 6
CN1C[C@@H](NC(=O)c2ccccc2Cl)C[C@H]1C(=O)NCc1ccccn1 | -8
CC1(C(=O)NS(=O)(=O)Cc2cccc(Cl)c2)CCN1C(=O)Cc1ccccc1 (centres undefined) | -16
Cn1ccnc1SCCNC(=O)C1CC2(CCNCC2)CN1 (centres undefined) | -11
CC(C)Cn1ccnc1NC(=O)C1CC2CCC1C2 (centres undefined) | -2
O=C(c1cn(CCCc2ccccc2)nn1)N1CCN(c2ccc(Cl)cn2)CC1 | -3
CC(C)(C)c1ccc(C(=O)N2CCC2(C)C(=O)NS(=O)(=O)c2ccc(C#N)cc2)cc1 (centres undefined) | -1
O=C1CCCN1CC(=O)N1N=C2/C(=C\c3ccc(F)cc3)CCCC2C1c1ccc(F)cc1 (centres undefined) | -4
O=C(CSc1nnc(-c2ccc(Cl)s2)o1)N1CCOCC1 | -10
CC(C)CCn1c(N2CCN(Cc3ccc(Cl)cc3)CC2)nc2c1c(=O)[nH]c(=O)n2C | -4
COc1cccc2sc(N(Cc3cccnc3)C(=O)C3CCCN3S(C)(=O)=O)nc12 (centres undefined) | 7
Cc1c(C(C)NCC2CC2)cnn1-c1cccc2ccccc12 (centres undefined) | -4
C[N+]([O-])=Cc1ccc(C#N)cc1 | -4
COC(=O)c1c(C)[nH]c(C(=O)OC(C)C(=O)Nc2ccc3c(c2)OCO3)c1C (centres undefined) | -9
CCn1c(C)cc(O)c(C(c2ccncc2)N2CCC(C)CC2)c1=O (centres undefined) | -10
Clc1ccc(Oc2cc(Cl)ncn2)cc1 | -3
Cc1nc(CN2CCCN(CCC#N)CC2)no1 | -1
COCCC(=O)N1CCC2(CCCN(CCCc3ccccc3)C2)C1 (centres undefined) | -3
CCOc1ccc(C(=O)c2nc3c(n2O)CCCC3)cc1 | -3
CC(C(=O)N(C)CC(=O)N1CCCCc2ccccc21)n1cccn1 (centres undefined) | -3

SMILES | mcGAS RapidFire
COCc1ccc(CN2CCc3c([nH]c4ccccc34)C2CC(C)C)o1 (centres undefined) | -4
CN(CC(=O)Nc1ccc(F)cc1)C(=O)c1cc2ccccc2o1 | -10
CCCOCC1CCN(c2cc(N(C)C)ncn2)C1 (centres undefined) | -16
C=CCNC(=O)Cn1c(CO)cnc1SCc1ccc(Br)cc1 | -8
CCCn1cnnc1CNC(=O)c1cc(Cn2ccc3ccccc32)[nH]n1 | -12
CCOc1ccc(CC(=O)Nc2c(C)nc3c(C)cccn3c2=O)cc1 | -6
CN(Cc1cccnc1)C(=O)C(N)c1ccccc1 (centres undefined) | 15
OCC1(CCc2ccccc2)CCCN(c2ncnc3nc[nH]c23)C1 (centres undefined) | -13
CCN(CC)c1ccc2cc(-c3nnc(Nc4ccc(Oc5ccc(Cl)cc5)cc4)s3)c(=O)oc2c1 | 3
O=c1[nH]nc(SCc2ccc(F)c3cccnc23)n1C1CC1 | -10
Cc1cc(C)n(CC(C)CNC(=O)NCCc2cccs2)n1 (centres undefined) | -6
COc1ccc(OC)c(NC(=S)NCCN2CCOCC2)c1 | -2
CC(=O)c1ccc(NC(=O)CSc2nnc(NCC(C)C)s2)cc1 | -2
COCCCNCC(=O)N1CCc2sccc2C1COc1ccc(Cl)c(C)c1 (centres undefined) | -4
O=C(NC1CCCC1)c1cc(=O)c(OCc2ccc(F)cc2)co1 | -6
Cc1nn2cc(CCNC(=O)C3CC(=O)N(CC(C)C)C3)nc2s1 (centres undefined) | -32
CS(=O)(=O)NCC1CN(c2ccc(Cl)c(Cl)c2)C(=O)O1 (centres undefined) | 6
O=C(Nc1ccc(Cl)cc1Cl)C1CCCN1C(=O)c1cnccn1 (centres undefined) | -15
Cn1c2ccccc2n2c(=N)c3cc([N+](=O)[O-])ccc3c(C#N)c12 | -10
O=C(NCC(F)(F)F)C1CC=CCC1c1nc2ccccc2s1 (centres undefined) | 1
O=C(OCc1cc(=O)n2cc(Br)ccc2n1)c1cnccn1 | 5
CC[C@H]1CN(c2nc(C)cc(C(=O)OC)n2)CC[C@@]1(C)O | -34&-7
N#Cc1c2c(c(N3CCN(CCO)CC3)n3c1nc1ccccc13)CCC2 | -2
CCn1cc(SCC(=O)N2C[C@H](N)C[C@H]2C(=O)NC)c2ccccc21 | -11
Cc1noc(C)c1CC(=O)NC1CCCN(Cc2ccccc2)C1 (centres undefined) | -16

Structure,mcGAS RapidFire
CS(=O)(=O)N(c1ccc(F)cc1)C1C=CS(=O)(=O)C1 (centres undefined),-10&-6
CC(C)c1nc(N2CCN(CCn3c(=O)oc4ccccc43)CC2)no1,6
CCC(C)Cn1c(CC(C)(C)C)nc2ccccc21 (centres undefined),-3
Cc1nc(COc2ccc(Cl)cc2)sc1C(=O)N1CCNC(=O)C1C(C)C (centres undefined),-2
COc1cc(-c2ccccc2)sc1C(=O)NC1CC1,-9
CN(CC(=O)Nc1ccc(Cl)cc1)CC(=O)Nc1ccc(Cl)cn1,6
O=c1c2ccccc2nc(SCc2cc(=O)n3ccccc3n2)n1C1CCCC1,-6
CCCc1[nH]nc2c1C(C1CCCCC1)C(C#N)C(=N)O2 (centres undefined),-70
COC(=O)CN(c1ccccc1C)S(=O)(=O)c1cc(C)ccc1C,-2
COc1ccc(Cl)c(NS(=O)(=O)c2cnc(Cl)n2C)c1,-7
CC(OC(=O)c1cccc(CN2C(=O)CNC2=O)c1)C(=O)C12CC3CC(CC(C3)C1)C2 (centres undefined),2
CCc1cc(C(=O)NCc2ccc(CN(C)C)cc2)sc1C,-26
COCCNC(=O)N1CCCN(C(=O)C(C)(C)C)CC1,8
CN(C)S(=O)(=O)c1ccc(C(=O)Nc2c3c(nn2-c2ccccc2)CS(=O)(=O)C3)cc1,-5
CCC(CC)C(=O)Nc1nonc1-c1ccc(C)cc1,14
O=C(NCc1ccc(N2CCOCC2)nc1)c1ccccn1,-11
NS(=O)(=O)c1ccc2c(c1)CCN2C(=O)CN1CCCCC1,-10
CN(CC(=O)N(CCC#N)CCC#N)Cc1ncc(-c2ccccc2)[nH]1,-9
O=C(Nc1ccc2c(c1)CN(C1CCSCC1)CC2)C1CCCO1 (centres undefined),2
CC(C)c1cc(C2CCN(C(=O)c3ccc(-c4ncn[nH]4)cc3)CC2)[nH]n1,-25
CC(=O)OC12CC3CC(C1)CC(C(=O)N(C)Cc1nc(C)no1)(C3)C2,-2
CC1(C(=O)NCc2ccco2)CCN1C(=O)C1(c2ccccc2)CC1 (centres undefined),-9
CC(=O)NC1CCCN(C(=O)c2cccn2Cc2ccccc2)C1 (centres undefined),-5
O=c1ccc(S(=O)(=O)N2CCCC2)cn1CN1CCCC1c1cccs1 (centres undefined),-2
CCn1nnc2c(N(Cc3ccccc3)Cc3ccccc3)ncnc21,-9
CC(=O)N1CCCN(C(=O)CCc2ccccc2F)CC1,-8
O=C(C=Cc1ccc2ccccc2n1)OCc1cc(=O)n2cc(Br)ccc2n1,-6
CC(C)(CCl)Nc1nc2ccccc2s1,-4
Cc1cccc(NC(=O)CCC2CCN(C(=O)COc3ccc(Cl)cc3)CC2)c1,-2
CC(=O)Nn1cc2c(=O)n(C)c(=O)n(C)c2c1,-29

# Reprinted from the part before: 4 compounds, then new ones.
Structure,mcGAS RapidFire
O=C(C=Cc1ccc2ccccc2n1)OCc1cc(=O)n2cc(Br)ccc2n1,-6
CC(C)(CCl)Nc1nc2ccccc2s1,-4
Cc1cccc(NC(=O)CCC2CCN(C(=O)COc3ccc(Cl)cc3)CC2)c1,-2
CC(=O)Nn1cc2c(=O)n(C)c(=O)n(C)c2c1,-29
COc1ccc(C2=Nc3nnnn3C(c3ccc(F)c(Br)c3)C2)cc1 (centres undefined),-1
CCOC1CCCN(C2=NCc3cnn(C(C)(C)C)c3N2)C1 (centres undefined),-2
OC(CN1CCCC1)Cn1c2ccc(Cl)cc2c2cc(Cl)ccc21 (centres undefined),7
CC(C)(O)C#Cc1ccc(C(=O)N2CCCCC2CCn2cccn2)o1 (centres undefined),-25
COC(=O)CN1C(=O)CNC12CCN(C(=O)c1c(C)noc1C)CC2,-1
CCCCCCn1c(CN2CCc3ccccc3C2)nc2c1c(=O)n(C)c(=O)n2C,-1
Nc1nc(/C(=C/CC(=O)O)C(=O)N[C@@H]2C(=O)N3C(C(=O)O)=CCS[C@H]23)cs1,-4
O=C(NCC1CCCCCCC1)N1CCCC(c2ncn[nH]2)C1 (centres undefined),-2
CC(=O)N1N=C(c2ccccc2)OC1C(=O)Nc1cccc(C(F)(F)F)c1 (centres undefined),-2
Cc1ccc(-n2ncc3c(C(C)C)nn(CC(=O)N4CCC(C)CC4)c(=O)c32)cc1C,-8
c1cncc(-c2nc3c(c(NCCc4c[nH]c5ccccc45)n2)CCNC3)c1,1
Cc1ccc(C(=O)N2CCN(c3ccc(C(C)O)cc3F)CC2)c(C)c1 (centres undefined),-15
CCC(=O)c1ccc(OCC(O)CN2C(SCc3ccccc3)=NC3C=CC=CC32)cc1 (centres undefined),-4
Cc1nc(C)c(CNC(=O)c2ccccc2N2CCOCC2)s1,-11
N#CC(C(=O)CC(C1CC1)C1CC1)C(=O)NC1CC1 (centres undefined),2
O=C1CSC(=S)N1N=Cc1cc(Br)ccc1O,6
CCN(Cc1nc2cc(Cl)ccc2c(=O)[nH]1)C(=O)CSc1ccc(F)cc1,-2
O=C(NC1CCCC1)[C@H](Cc1ccccc1)NS(=O)(=O)c1ccc2c(c1)OCCO2,0
S=c1[nH]nc(-c2ccncc2)n1-c1ccc(Cl)cc1,-5
CCCN1CCC(NC(=O)Nc2ccc(N3CCOC3=O)cc2)CC1,-12
COc1cc(NC(=O)C(C)Sc2nnc(C(C)N(C)C)n2-c2ccc(F)cc2)cc(OC)c1 (centres undefined),10
COC(=O)c1cccc(CN2C(=O)C(C)Sc3ccc(C(C)=O)cc32)c1 (centres undefined),-2
CCc1cc(C(=O)O)c2c(c1)C(C)CC(C)(C)N2 (centres undefined),1
CCCCSc1nnc2nc(C)cc(C)n12,2
COc1cc(-c2ccc(S(C)(=O)=O)cc2)nc(OC)n1,-33
Cc1cc(OCC(=O)Nc2ncc(C(N)=O)s2)ccc1Cl,-5
Cc1cccc(N2CCn3c2nc2c3c(=O)n(CCN3CCOCC3)c(=O)n2C)c1C,-6
Cn1nnc2c(SCC(=O)NC(C)(C)C)ncnc21,-1
Cc1cc(=O)oc(C)c1C(=O)OCC(=O)N1c2ccccc2CCC1C (centres undefined),-3
COc1cc(=O)n(-c2ccccc2C)nc1C(=O)Nc1ccc(C)cc1,-31

# Fetched by compound from the entries so far (6):
Structure,mcGAS RapidFire
Cc1ccc(-n2ncc3c(C(C)C)nn(CC(=O)N4CCC(C)CC4)c(=O)c32)cc1C,-8
COC(=O)CN1C(=O)CNC12CCN(C(=O)c1c(C)noc1C)CC2,-1
O=C(NC1CCCC1)[C@H](Cc1ccccc1)NS(=O)(=O)c1ccc2c(c1)OCCO2,0
CC(=O)N1N=C(c2ccccc2)OC1C(=O)Nc1cccc(C(F)(F)F)c1 (centres undefined),-2
COc1ccc(C2=Nc3nnnn3C(c3ccc(F)c(Br)c3)C2)cc1 (centres undefined),-1
O=C1CSC(=S)N1N=Cc1cc(Br)ccc1O,6

# Carrying on:
Structure,mcGAS RapidFire
CN(CCOc1ccc(CC2SC(=O)NC2=O)cc1)c1ccccn1 (centres undefined),-10&11&13
COc1cccc(-n2nnc3c(=O)n(CC(=O)NCc4ccccc4Cl)cnc32)c1,6
Cc1nn(-c2ccccc2Cl)c2sc(C(=O)N(C)CC(=O)Nc3ccccc3Cl)cc12,-1
Cn1cnnc1C1CCCN(C(=O)NCc2cccc(F)c2)C1 (centres undefined),6
CCc1nnc(C(C)Sc2nnc(CCC3CCCCC3)o2)o1 (centres undefined),-10
CCn1c(=S)n(C(=O)c2ccccc2F)c2ccccc21,4
Cc1cnc(N2CCN(C(=O)c3ccccc3S(=O)(=O)N3CCOCC3)CC2)s1,0
C/C=C(\C)C(=O)N1CCN(c2nc3ccccc3nc2C)CC1,-3
Cc1cc(C(=O)NS(=O)(=O)Cc2ccc(F)cc2)no1,10
Cc1[nH]c2ccccc2c1S(=O)(=O)CCNC(=O)Nc1ccccc1C#N,10
CCCc1nc(C)cc(N2CCN(C(=O)c3ncn[nH]3)CC2)n1,-14
Cc1ccc(C)c(C(NC(=O)c2nnc(C)o2)c2cccnc2)c1 (centres undefined),-10
O=C1NCCCC1Nc1nccc(CCC(F)(F)F)n1 (centres undefined),0
C#CCOC(=O)CN1C(=O)c2cccc3cccc(c23)C1=O,-6
COC(=O)c1ccc(C(=O)NS(=O)(=O)c2ccc(NC(C)=O)cc2)cc1,-1
CCCn1cc(C(=O)NCc2cccnc2-n2ccnc2)c(C)n1,-25
CC(C)(C)c1ncc(CNc2ccc(OCC(F)(F)F)nc2)s1,50
Cc1cc(C)n(CCN2C(=O)NC(CC(=O)O)C2=O)c(=O)c1C#N (centres undefined),8
CNC(=O)c1nnc2n1CCN(C(=O)c1ccc3sccc3c1)C2,-14
CCc1ncc(CN2CCOC(CCCc3ccccc3)C2)cn1 (centres undefined),-5
COc1cc(OC)cc(-c2nc(=S)n3ccsc3n2)c1,-7
Cc1ccccc1CN1CCN2C(C(N)=O)=COC2=NC1=O,-7
COc1ccc(N2C(=O)C3C(C2=O)C2C=CC3C23CC3)c([N+](=O)[O-])c1 (centres undefined),1
CN(C)CC1CCCCN1C(=O)c1ccnc(OCC(F)(F)F)c1 (centres undefined),-14
CCN(CC(=O)OC1CC(C)OC1=O)Cc1ccc(Cl)cc1 (centres undefined),-1
NC(=O)C1CCN(C(=O)c2csc(-c3ccc(F)cc3)n2)CC1,-4
